PRMT1 inh: inhibitors of human PRMT1. Q99873. recombinant PRMT1, activity-based probe fluorescence polarization. inhibition, % at 2.79 µM. 370,000 tested, 1.3% active;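 active = inhibition above about 21% made by adding two undisclosed values, limit read from the data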
TDP2 inh: TDP2 (human) inhibition, absorbance primary screen. recombinant TDP2, T5PNP hydrolysis, p-nitrophenol absorbance 415 nm. O95551. inhibition, % at 12.8 µM. 370,000 tested, 0.34% active;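 active = inhibition above the mean of all tested compounds plus 3 SD, set per campaign, cut at about 25% in these data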;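 note: 0% = DMSO with enzyme and 100% = buffer with substrate but no TDP2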
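Test system: human TDP2 enzyme; Input: 120 nM TDP2 per well; Buffer or medium: Mg2+-containing Tris-HCl buffer, pH 7.5; Reagent: 5 mM T5PNP; Dosing: 12.8 µM single point, 1% DMSO; Incubation: reaction 2 h, 37 °C; Detection: p-Nitrophenol epi absorbance; Read-out: % inhibition relative to enzyme-containing and enzyme-free wells; Replicates: single well per compound.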
UHRF1 MBD2 ctr: human UHRF1 methylated DNA binding inhibitors; 370,000 tested, 0.75% active; AID 687016; inhibition, % at 4.4 µM; Q96T88; UHRF1 binding to methylated oligo, TR-FRET; in the data active = inhibition above about 21%;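 note: UHRF1 SRA domain binding a hemimethylated CpG hairpin DNA probe; 0% = median of test compound wells and 100% = reference inhibitor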
Target sequence (Q96T88 whole entry, looked up, the tested form may be a part): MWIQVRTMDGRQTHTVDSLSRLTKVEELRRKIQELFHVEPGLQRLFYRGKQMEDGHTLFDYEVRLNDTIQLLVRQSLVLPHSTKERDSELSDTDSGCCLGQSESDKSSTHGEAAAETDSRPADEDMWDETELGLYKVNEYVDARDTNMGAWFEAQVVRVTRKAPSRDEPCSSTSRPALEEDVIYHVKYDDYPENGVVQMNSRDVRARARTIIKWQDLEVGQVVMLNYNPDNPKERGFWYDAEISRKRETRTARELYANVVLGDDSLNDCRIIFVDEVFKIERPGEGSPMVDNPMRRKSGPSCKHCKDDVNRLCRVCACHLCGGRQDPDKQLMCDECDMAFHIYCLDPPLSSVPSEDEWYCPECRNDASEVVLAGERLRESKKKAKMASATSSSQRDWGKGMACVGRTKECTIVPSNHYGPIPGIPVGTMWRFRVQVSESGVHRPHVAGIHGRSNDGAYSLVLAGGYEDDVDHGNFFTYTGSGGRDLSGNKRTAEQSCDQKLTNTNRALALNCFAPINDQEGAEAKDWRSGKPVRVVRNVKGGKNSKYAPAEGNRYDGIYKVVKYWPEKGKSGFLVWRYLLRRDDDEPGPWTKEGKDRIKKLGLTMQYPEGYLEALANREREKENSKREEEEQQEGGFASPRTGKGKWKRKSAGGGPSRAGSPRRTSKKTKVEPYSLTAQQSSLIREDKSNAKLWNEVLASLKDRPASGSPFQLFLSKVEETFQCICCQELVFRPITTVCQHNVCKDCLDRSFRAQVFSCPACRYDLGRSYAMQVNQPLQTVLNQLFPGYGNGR
Tn7 DDE FP: DD(E)-Tn7 binding inhibition, primary FP screen | 370,000 tested, 0.13% active | inhibition, % at 8.3 µM | AID 720508 | FP displacement of FITC-Tn7 peptide from fibrin DD(E); 0% = median of compound wells per plate;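 active = inhibition above the mean of compounds falling within the control limits plus 3 SD of them, cut at about 14% in these data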;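 note: 0% = plate median of compound wells and 100% = 10 µM Aha-Tn7 peptide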
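Assay system: Human fibrin DD(E) protein | Medium: Tris buffer with calcium and detergent, pH 7.8 | Reagent: 0.1 µM fluorescent Tn7 | Compound dosing: Single point at 8.3 µM | Times: 10 min preincubation, 3 h with tracer, room temperature | Detection: Fluorescence polarization of the labelled Tn7 tracer | Controls: Aha-Tn7 high control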
KLK7 zymogen act: activators of human kallikrein-7 zymogen; P49862; purified proKLK7, EDANS-DABCYL substrate fluorescence; 100% is mature enzyme control, 0% vehicle; activation, % at 7 µM; 370,000 tested, 0.9% active; AID 652039;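 active = activation above the mean of all tested compounds plus 3 SD, computed per campaign excluding outliers beyond control limits, cut at about 13% in these data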
Target sequence (P49862 whole entry, looked up): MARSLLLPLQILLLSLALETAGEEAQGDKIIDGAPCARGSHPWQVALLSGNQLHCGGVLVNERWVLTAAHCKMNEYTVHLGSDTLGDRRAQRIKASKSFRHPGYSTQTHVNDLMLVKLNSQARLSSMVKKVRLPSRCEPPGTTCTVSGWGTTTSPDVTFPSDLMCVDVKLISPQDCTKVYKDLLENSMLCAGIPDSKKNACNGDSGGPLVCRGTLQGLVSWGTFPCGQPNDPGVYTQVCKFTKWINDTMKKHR
LEDGF integ inh: blocks HIV-1 LEDGF/p75-dependent DNA integration. TR-FRET IN-LEDGF/p75 DNA integration, Eu/Cy5. inhibition, % at 3.7 µM. 370,000 tested, 0.64% active. AID 743269;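 active = inhibition above the screen-wide mean plus 3 SD, cut at about 13% in these data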;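 note: signal is the Cy5 over europium emission ratio at 671 and 618 nm; 0% = plate median of compound wells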
MBD2 DNA inh: blocks human MBD2 binding to methylated DNA | AID 686964 | Q9UBB5 | TR-FRET, MBD2 binding to methylated oligonucleotide | 370,000 tested, 0.31% active | inhibition, % at 4.4 µM; in the data active = inhibition above about 13%
DDE Tn6 FP inh: DD(E)-Tn6 binding inhibition, primary FP screen; P02675; 370,000 tested, 0.21% active; Fibrin DD(E) TRITC-Tn6 fluorescence polarization displacement; inhibition, % at 8.3 µM; AID 720509;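 active = inhibition above a per-campaign cutoff: mean of compounds within control limits plus 3 SD, cut at about 15% in these data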;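 note: 0% = median of all compound wells on the plate and 100% = blocking peptide control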
SIAE primary: inhibitors of human sialic acid acetylesterase SIAE | AID 1053197 | SIAE FP-Rh probe binding, fluorescence polarization | 370,000 tested, 0.69% active | Q9HAT2 | inhibition, % at 9.66 µM;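 active = inhibition above a cutoff: mean of compounds within the control limits plus 3 SD of those, cut at about 17% in these data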;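 note: 0% = plate median of compound wells and 100% = probe without SIAE protein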
TCR-CD3 inh: human TCR-CD3 binding inhibition. TAMRA-labeled TCR probe fluorescence, biochemical. inhibition, % at 9.4 µM. 360,000 tested, 0.37% active. AID 651800; in the data active = inhibition above about 19%;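 note: recombinant mutant TCR 2C K166C tagged with TAMRA read by polarization; 0% = receptor in buffer alone and 100% = receptor with positive control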
The depositor's hits bear a star.

SMILES	PRMT1 inh	TDP2 inh	UHRF1 MBD2 ctr	Tn7 DDE FP	KLK7 zymogen act	LEDGF integ inh	MBD2 DNA inh	DDE Tn6 FP inh	SIAE primary	TCR-CD3 inh
Cc1nn(-c2ccccc2)c(C)c1NC(=O)COc1ccc2ccccc2c1	4	-18	-1	-6	0.1	6	2	-2	-8	1
O=C(NNC(=O)C1CC=CCC1)c1ccccc1Br (centres undefined)	3	-3	3	1	0.2	-5	3	-9	-4	-6
CC1(C)CC(=O)C(C2C3=C(CC(C)(C)CC3=O)Oc3c(Br)cc(Br)cc32)=C(O)C1 (centres undefined)	-1	-3	-1	2	-0.7	1	1	5	1	-10
COc1ccc(Cl)cc1NC(=O)Nc1cn(C)nc1C	-1	8	-4	2	0.3	-4	-9	9	2	4
CN1CCN(NC(=O)c2cc(-c3ccc(Br)s3)nc3ccccc23)CC1	-2	-17	-9	-4	5.5	6	1	-4	-11	-3
COc1cccc(CNC(=O)CSc2cc(=O)n(C)c3ccccc23)c1	-2	-4	-3	2	-0.1	2	5	-9	3	-2
CC(=O)c1cccc(NC(=S)NC2CCCCC2)c1	5	1	-1	-5	0.1	-3	9	-9	19*	-2
COc1cccc(-c2ncc3ccccc3c2COC(=O)c2ccc(F)cc2)c1	-1	7	1	-6	0.2	2	1	3	2	7
CCOc1ccc(CCNC(=O)C(C)N2C(=O)CC(C)(C)Sc3ccccc32)cc1 (centres undefined)	-4	-16	3	1	0.0	5	4	1	-3	4
COc1cc(NC(=O)c2ccc(C)cc2C)ccc1NC(=O)c1cccs1	-3	-6	2	-6	0.7	5	1	4	-1	10
CCc1cc(=O)n2[nH]c(C)c(-c3ccccc3OC)c2n1	4	5	-1	2	-1.3	-3	2	-6	0	4
CCCCn1nnnc1C(c1ccccc1)N1CCCN(Cc2ccc(F)cc2)CC1 (centres undefined)	-1	3	3	3	-0.5	1	3	0	2	-2
O=C(NCC(=O)N1CCCCC1)c1sc2ccccc2c1Cl	4	8	-2	2	0.4	2	-2	-1	6	-7
CC(=O)N1C(c2ccccc2)CC(=O)OC1c1ccc2c(c1)OCO2 (centres undefined)	-1	9	4	-2	0.1	2	-3	0	11	-2
COc1ccccc1NC(=O)Nc1nc2ccc(S(N)(=O)=O)cc2s1	2	-10	-2	6	-0.8	-1	-5	-1	-51	-5
NC(=O)C1CCN(C(=O)c2ccc3ncsc3c2)CC1	2	-5	-1	-3	0.3	2	3	3	-1	2
CCC(C)c1ccc(NC(=O)Nc2cccnc2)cc1 (centres undefined)	2	2	0	6	-0.5	2	1	-4	5	9
C/C(=N/NC(=O)C(=O)N/N=C(/C)c1ccccc1)c1ccccc1	-8	1	-2	-2	-0.4	5	5	-9	-1	11
Cc1c(-c2cccc(Cl)c2)nc2ccccc2c1C(=O)NC1CC1	-1	-4	3	-1	0.4	21*	0	-14	3	1
Cc1cc(C(=O)CN2CCCCC2)c(C)n1-c1ccc(F)cc1	-2	5	-2	-8	0.5	-2	2	3	2	9
O=C(c1ccc([N+](=O)[O-])cc1)N1CCN(C2=NS(=O)(=O)c3ccccc32)CC1	9	-18	4	-5	0.2	-3	5	-5	-5	-4
O=C(Nc1ccc(OC(F)(F)F)cc1)c1n[nH]c(Cn2cncn2)n1	-2	-19	5	-3	0.3	4	4	-8	7	-10
COc1cc(OC)c(NC(=O)Nc2ccc(OC)c(OC)c2)cc1Cl	-1	6	1	-5	-0.1	-2	4	1	-2	-3
Cc1nnc(SC(C)C(=O)NCC2CCCO2)s1 (centres undefined)	0	6	-1	4	0.4	-1	-7	-1	11	3
O=C(OCc1nnc(-c2ccccc2)o1)c1cc(S(=O)(=O)N2CCOCC2)c(Cl)cc1Cl	2	10	1	-8	0.3	0	0	6	2	-4
CCc1ccc(C2CC(c3ccccc3Cl)Nc3nc(N)nn32)cc1 (centres undefined)	2	-1	0	-1	0.7	-1	1	-5	11	-8
COCCOC(=O)C1=C(N)OC2=C(C(=O)CC(C)(C)C2)C1c1ccncc1 (centres undefined)	4	8	0	1	-0.3	1	1	-1	2	-2
Cc1onc(-c2ccccc2)c1C(=O)NCCc1ccncc1	-3	-1	0	0	-0.1	-3	-3	1	-3	1
O=C(CNC(=O)c1cnccn1)Nc1ccc(F)c(F)c1F	-4	-8	1	-16	-0.2	-3	-3	3	1	-2
Cn1c(-c2ccc(F)cc2)cnc1SCC(=O)Nc1ccccc1N1CCOCC1	3	-3	-1	-3	0.3	-3	2	2	0	-4
CC1=CC(=O)Nc2ccccc2S1	11	-12	-4	-9	-0.2	4	-4	-2	-9	-3
COc1ccc(CN2C=C3C(=O)C(C)(OC(=O)C4CCCC4)C(=O)C=C3C=C2c2ccsc2)cc1 (centres undefined)	2	5	-6	4	-0.4	-1	-5	-1	8	-5
COc1ccc(C(=O)NC(=S)N2CCC(C)CC2)cc1	-1	9	20	-3	0.1	4	4	2	2	4
COc1ccc2c(C)cc(SCC(=O)Nc3ccc(Cl)cn3)nc2c1	1	0	-4	2	-0.2	-1	1	-4	0	0
Cc1[nH]c2ccccc2c1CCN(Cc1cccnc1)C(=S)NC(C)(C)C	3	0	3	3	-0.2	-4	3	7	7	-2
CCc1cc(C(=O)Cc2ccccn2)c(O)cc1O	0	4	0	2	0.3	-5	0	-1	-1	6
CS(=O)(=O)c1ccc(Cl)c(NC(=O)CSc2nc3ccccc3c(=O)n2CCCN2CCOCC2)c1	4	1	-1	1	0.9	1	-5	7	-5	4
CN(Cc1nccn1C)C(=O)c1cc(COc2cccc(C(F)(F)F)c2)on1	-3	-11	3	0	0.2	-1	2	-4	0	1
Cc1cc(C)c(NC(=O)CSc2nc(=O)n(CCN3CCOCC3)c3c2CCC3)c(C)c1	-2	9	-1	1	-0.1	0	-2	-7	-3	0
O=C(c1ccc(S(=O)(=O)N2CCCC2)cc1)N1CCCCC1	5	9	4	0	-0.3	-1	0	-3	-3	0
CC1=CC(=O)C(C(C)=Nc2ccccc2[N+](=O)[O-])C(=O)O1 (centres undefined)	1	0	-3	3	-0.6	1	-12	0	-2	6
C[C@H](CO)N1C[C@H](C)[C@H](CN(C)S(=O)(=O)c2cn(C)cn2)Oc2ccc(NC(=O)Nc3ccc(C(F)(F)F)cc3)cc2CC1=O	3	-19	3	0	-0.2	0	0	-14	-30	4
COc1cc(/C=N/NC(=S)NC2CC3CC2C2C=CCC32)ccc1O (centres undefined)	-3	-6	-1	-4	-3.0	0	1	-6	23*	5
O=C(CCn1c(=O)sc2ccccc21)NC1=NCCS1	-1	10	1	-1	0.3	-1	0	-1	-1	5
Cc1ccc(NC(=O)C(C)NS(=O)(=O)c2ccc(F)cc2)cc1C (centres undefined)	0	5	0	1	0.0	0	-6	1	2	2
CCOC(=O)C1=NN(C(=O)c2ccco2)C2(CC2)C1	1	-5	2	7	0.6	-3	1	4	-4	-5
COC(=O)CCCC1=CC2=C(c3ccccc3)C(=O)C(C)(OC(=O)C3CCCC3)C(=O)C2=CN1C(CO)CO (centres undefined)	10	10	3	-1	-0.4	0	0	-5	0	1
Cc1c(C(=O)OCC(=O)NCCc2ccc(S(N)(=O)=O)cc2)oc2ccccc12	1	5	37*	0	0.0	-1	3	3	5	-1
O=C(CC1COc2ccccc2O1)NCc1ccccc1 (centres undefined)	-1	-7	-2	2	-0.1	-1	-3	-1	6	3
Cc1cc(C)c(S(=O)(=O)NCc2cn3c(C)csc3n2)cc1C	1	13	-1	0	0.2	-3	2	-4	2	9
O=C(NN1S(=O)(=O)c2ccccc2S1(=O)=O)c1ccc(Br)cc1	7	-2	2	-4	0.2	0	-4	12	4	2
CC1(C)CC(=O)C2=C(C1)N(Cc1ccccc1)C(=O)C2(NC(=O)C(C)(C)C)C(F)(F)F (centres undefined)	-3	5	3	2	0.2	0	3	4	9	4
Cc1ccnc(SCC(=O)Nc2sc3c(c2C#N)CCCC3)n1	0	-9	0	-11	-0.9	0	2	2	-2	-2
CN(C)C1=NC[C@H](Cc2ccccc2)N1CC1CCCCCC1	2	-3	3	-2	-0.5	0	0	3	-2	-3
CNC(=O)COC(=O)[C@@H](Nc1ccc(S(=O)(=O)N2CCOCC2)cc1[N+](=O)[O-])C(C)C	0	-14	-1	3	0.2	1	3	1	2	0
COCCSc1nnc(NC(=O)COC)s1	2	11	1	-4	0.1	3	-5	-5	-3	-6
C=CCn1c(COc2cccc(C)c2C)nnc1SCC(=O)N1CCN(c2ccccc2)CC1	0	-4	1	9	-0.4	-5	4	1	1	-4
Cn1c(SCC(=O)C(C)(C)C)nnc1-c1ccc(F)cc1	-4	-2	-1	-7	-0.1	5	-1	-6	3	-1
CC1CCC(C(=O)NC(C(=O)NCc2cccnc2)C(C)C)CC1 (centres undefined)	-3	0	1	-7	-0.2	0	-5	4	-1	1
CCN1CCCc2cc(CN(CCN3CCOCC3)C(=S)Nc3cccc(OC)c3)ccc21	3	-9	-2	-3	1.2	-6	5	-5	13	-8

The list continues.
SMILES	PRMT1 inh	TDP2 inh	UHRF1 MBD2 ctr	Tn7 DDE FP	KLK7 zymogen act	LEDGF integ inh	MBD2 DNA inh	DDE Tn6 FP inh	SIAE primary	TCR-CD3 inh
O=C(Cc1cccc2ccccc12)NNC(=O)Nc1ccc(Cl)cc1	2	-5	-1	7	0.0	-4	3	-1	-4	-7
Fc1cccc(NC(=S)Nc2ccc(Br)cc2)c1	4	1	2	2	0.4	2	8	8	0	2
COCCn1c(C)cc(C(=O)CSc2nc3ccccc3o2)c1C	7	7	-2	3	-0.1	0	2	3	4	-1
CCOC(=O)c1nn(-c2ccc(Br)cc2)cc1C(=O)c1cccc2ccccc12	1	9	2	2	-0.3	-1	-1	7	-3	1
COC(=O)C/C(O)=C(/N=Nc1cccc(C(F)(F)F)c1)C(=O)OC	-1	-2	0	-4	-0.5	0	0	3	-1	-4
CCOc1ccc(Br)cc1S(=O)(=O)Nc1cccc(S(=O)(=O)Nc2ccccc2C(=O)O)c1	1	0	1	8	0.2	-5	3	-1	-8	-5
CCNC(=S)N1CCC(C(O)(c2ccccc2)c2ccccc2)CC1	1	4	-1	-1	0.4	-2	2	3	8	-4

Reformatted bar-delimited: entries from further up
Structure | PRMT1 inh | TDP2 inh | UHRF1 MBD2 ctr | Tn7 DDE FP | KLK7 zymogen act | LEDGF integ inh | MBD2 DNA inh | DDE Tn6 FP inh | SIAE primary | TCR-CD3 inh
Fc1cccc(NC(=S)Nc2ccc(Br)cc2)c1 | 4 | 1 | 2 | 2 | 0.4 | 2 | 8 | 8 | 0 | 2
COCCn1c(C)cc(C(=O)CSc2nc3ccccc3o2)c1C | 7 | 7 | -2 | 3 | -0.1 | 0 | 2 | 3 | 4 | -1
CCOC(=O)c1nn(-c2ccc(Br)cc2)cc1C(=O)c1cccc2ccccc12 | 1 | 9 | 2 | 2 | -0.3 | -1 | -1 | 7 | -3 | 1
COC(=O)C/C(O)=C(/N=Nc1cccc(C(F)(F)F)c1)C(=O)OC | -1 | -2 | 0 | -4 | -0.5 | 0 | 0 | 3 | -1 | -4

Screening data as filed in PubChem BioAssay.
